A3A deaminase: inhibitors of human APOBEC3A DNA deaminase. recombinant A3A, FAM/TAMRA ssDNA deamination fluorescence. inhibition, % at 20 µM. 0.41% of 330,000 active. P31941;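 active means at least 40% inhibition at 20 µM here, with at most 30% in a related deaminase screen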;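 further: plate controls were A3A with DMSO for no effect and wells lacking A3A enzyme for full effect; some results filed as inactive read as strong as hits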
Target sequence (P31941 whole entry, looked up): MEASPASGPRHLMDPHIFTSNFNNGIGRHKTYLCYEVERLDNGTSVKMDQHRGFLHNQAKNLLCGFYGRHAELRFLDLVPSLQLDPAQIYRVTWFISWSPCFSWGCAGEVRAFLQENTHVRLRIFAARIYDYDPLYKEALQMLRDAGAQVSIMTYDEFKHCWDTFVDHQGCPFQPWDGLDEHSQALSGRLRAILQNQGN
hIAP block: human IAP inhibition; purified IAP, CDP-Star luminescence, 30 min; inhibition, % at 10 µM; 0.12% of 330,000 active; AID 2544;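 active means inhibition reaching a set limit with compound at 10 µM in the primary screen, cut at about 35% in these data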;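 further: plate controls were DMSO wells with enzyme for no effect and no-enzyme buffer wells for full effect; values of inactives mirror those of a sister screen read the other way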
NR3A LBD binder: modulators (binders) of human NR3A ligand-binding domain. AID 1259313. Tm shift relative to glycine control, % at 25 µM. NR3A LBD differential scanning fluorimetry, Tm shift; 0% = protein alone, 100% = glycine-bound protein. 2.5% of 340,000 active;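 active means melting temperature shift of at least 10% of the positive control shift, at one fixed dose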
mIAP act: increases mouse intestinal alkaline phosphatase activity; 0.24% of 330,000 active; activation factor at 10 µM; muIAP, CDP-Star luminescence, 30 min; hits give high values; 1 = vehicle-only enzyme signal, 0 = enzyme-free wells;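 active means activation factor of at least 2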; further: the source names both 10 and 20 µM as test concentration; values of inactives mirror those of a sister screen read the other way
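System: Mouse IAP enzyme | Also added: CDP-Star substrate | Dosing: Compounds dispensed in DMSO | Schedule: 30 min enzyme-substrate-compound incubation at room temperature | Technique: Chemiluminescence readout | Control set: DMSO-only wells and no-enzyme negative control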
MPTP block: permeability transition pore inhibition. isolated mouse mitochondria, Ca2+ swelling absorbance, 30 min. inhibition, % at 10 µM. 1.4% of 360,000 active;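 active means inhibition of 50% or more, scaled per plate between neutral and stimulator controls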;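 further: 0% = DMSO wells given calcium and 100% = 1 mM EGTA wells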
hIAP activ: human IAP activation | AID 2524 | purified human IAP, CDP-Star luminescence, 30 min; hits give high values; 1 = vehicle-only enzyme, 0 = enzyme-free background | activation factor at 10 µM | P09923 | 0.16% of 330,000 active;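 active means activation factor of the enzyme at least 2-fold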; further: the source names both 10 and 20 µM as test concentration; values of inactives mirror those of a sister screen read the other way
APOBEC3G inh: inhibitors of human APOBEC3G DNA deaminase; Q9HC16; recombinant A3G, ssDNA deamination FAM/TAMRA fluorescence; inhibition, % at 20 µM; 0.28% of 330,000 active; AID 493012;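 active means inhibition of at least 40% at 20 µM, with no more than 30% in the related APOBEC3A deaminase screen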;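 further: plate controls were DMSO wells with A3G for no effect and wells lacking A3G enzyme for full effect; some compounds called inactive have numbers as strong as hits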
Target sequence (Q9HC16 whole entry, looked up): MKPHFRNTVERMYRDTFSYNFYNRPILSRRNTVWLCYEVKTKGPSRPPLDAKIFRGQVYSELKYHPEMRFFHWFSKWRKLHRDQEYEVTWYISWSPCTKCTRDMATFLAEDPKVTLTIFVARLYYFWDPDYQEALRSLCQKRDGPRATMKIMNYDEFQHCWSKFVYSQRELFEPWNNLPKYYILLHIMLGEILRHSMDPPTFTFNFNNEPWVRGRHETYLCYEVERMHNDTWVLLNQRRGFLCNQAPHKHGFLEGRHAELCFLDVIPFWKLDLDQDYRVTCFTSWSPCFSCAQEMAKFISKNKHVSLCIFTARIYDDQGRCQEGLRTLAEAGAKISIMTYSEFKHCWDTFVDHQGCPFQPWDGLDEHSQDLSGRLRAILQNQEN
beta cell repl: MIN6 beta-cell proliferation induction; MIN6 cells proliferation, ATPlite luminescence, 48 h; cells starved in 0.2% serum; 100% = growth in 10% serum; proliferation, % at 10 µM; 0.29% of 330,000 active;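 active means compounds whose signal lies at least 3.5 SD above the mean of all wells on their plate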;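 further: 0% = DMSO-treated cells in low-serum medium and 100% = 10% serum control; some compounds called inactive have numbers as strong as hits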
mIAP block: blocks mouse intestinal alkaline phosphatase | inhibition, % at 10 µM | 0.2% of 330,000 active | purified mouse IAP, CDP-Star luminescence, 30 min | AID 2806;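 active means inhibition of at least 40% at 10 µM in the primary screen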;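 further: plate controls were DMSO with enzyme for no effect and no enzyme wells for full effect; values of inactives mirror those of a sister screen read the other way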
* marks the source's active call; other numbers are inactive results; & = joins results of further samples.

SMILES	A3A deaminase	hIAP block	NR3A LBD binder	mIAP act	MPTP block	hIAP activ	APOBEC3G inh	beta cell repl	mIAP block
CCCN1CCN(CCCNC(=S)Nc2ccc3nc(N4CCN(CC)CC4)cc(C)c3c2)CC1	-1	8	0	1.1	-0.2	0.92	-2	-5	-12
Cc1ccc(Oc2ncccc2/C=N/OCc2ccc(Cl)c(Cl)c2)cc1	-2	-11	0	0.89	28	1.1	-4	-4	11
O=C(O)c1cnn(-c2nc(-c3ccc(Br)cc3)cs2)c1C(F)(F)F	-4	7	0	0.95	1.1	0.93	-8	-2	5
O=C1CCCC1C(=O)Nc1ccc2ccccc2c1 (centres undefined)	-7	10	5	1	-0.3	0.9	-9	3	-4
O=C(c1ccc2c3c(cccc13)CC2)C1CCCN(Cc2ccncc2)C1 (centres undefined)	0	6	-1	0.86	35	0.94	-6	-4	14
COc1ccccc1-c1oc2ccccc2c1-c1ccc2c(c1)OCO2	2	24	2	1	2.2	0.76	1	-7	-2
Cn1cnc2cc(NCc3ccccc3O)ccc21	4	4	2	1	-0.8	0.96	2	-5	-3
Cc1ccc(Oc2cc(C)nc(-c3ccccc3O)n2)cc1	-1	1	2	0.94	-2.5	0.99	-2	-4	6
CCN(CC)S(=O)(=O)c1cccc(C(=O)NC(C)C(c2cccs2)N2CCCC2)c1 (centres undefined)	3	14	0	0.94	0.3	0.86	-1	-1	6
O=C(O)c1cn(-c2ccccc2)nc1-c1cccnc1	-2	11	10	0.93	-0.8	0.89	-6	-4	7
CCC(CC)C(=O)N1CC(=O)Nc2ccc(F)cc2C1c1ccccc1 (centres undefined)	-1	-7	0	1	-0.6	1.1	-8	-5	0
O=C(CN1CCCCC1)Nc1scc2c1c(=O)oc1ccccc12	-2	-15	1	1.1	-1.0	1.1	-4	-2	-8
CCC(Oc1ccc(C)c(C)c1)C(=O)O (centres undefined)	-1	12	-1	0.98	-2.7	0.88	-10	-2	2
COc1cccc(/C=C/C(=O)OCC(=O)NCc2ccco2)c1OC	-1	-4	-1	0.96	-2.0	1	-4	-2	4
COc1ccc(NC(=O)N2CCc3cc(OC)c(OC)cc3C2)cc1	-4	-5	3	0.95	0.2	1.1	0	-3	5
N#CCCCCn1ccc(NC(=O)c2ccc(Cl)cc2O)n1	2	-11	4	1	0.5	1.1	-1	0	-2
CCC(Cc1ccccc1)NS(=O)(=O)c1ccc2c(c1)NC(=O)CS2 (centres undefined)	-4	-9	1	0.98	1.8	1.1	-5	0	2
O=C(Nc1cccc(-n2cccn2)c1)C1CCCN(Cc2ccccc2F)C1 (centres undefined)	-2	-5	-1	1	-0.7	1.1	-6	-1	0
C=CCN(C(=O)c1csnn1)C(C(=O)NC1CCCC1)c1ccc(Cl)cc1 (centres undefined)	-3	11	-4	0.93	-1.3	0.89	-6	-5	7
N/C(=N\OC(=O)Cc1ccccc1[N+](=O)[O-])c1ccc(Br)cc1	5	-6	-9	0.88	-1.1	1.1	-8	-4	12
COC(=O)c1cc(C(=O)N2CCN(c3cccc(C)c3C)CC2)cc([N+](=O)[O-])c1	-1	0	-1	0.96	-1.2	1	-5	0	4
Cc1ccc(CN2CC(C(=O)N3CC=C(c4ccccc4)CC3)CC2=O)cc1 (centres undefined)	-4	-18	2	0.96	-1.7	1.2	-8	-5	4
O=C(CCC(=O)N1CCCc2ccccc21)N1CCN(S(=O)(=O)c2ccccc2)CC1	-3	-1	0	1	-3.8	1	-5	-1	-1
COc1ccccc1NC(=O)CN1CCN(c2ccc(Cl)cc2)CC1	-2	2	0	0.96	2.1	0.98	-2	0	4
CC(=O)Oc1ccccc1N(C(C)=O)S(=O)(=O)c1cccc([N+](=O)[O-])c1	7	-25	1	0.95	-1.4	1.2	-3	-1	5
Cc1c(C(=O)OCCOC(C)C)[nH]c2c1C(=O)CC(C)(C)C2	0	5	0	0.95	-0.9	0.95	-5	-1	4
Cc1ccc(-c2nc3ccccc3o2)cc1NC(=O)c1ccc2c(c1)OCO2	-1	-24	0	0.99	1.2	1.2	-3	-5	1
COc1cccc2sc3ccc(C#Cc4ccc(N)cc4)cc3c(=O)c12	-2	-18	-7	1	-1.2	1.2	-1	-9	-1
CCNc1nc(NC(C)C)nc(N(n2cnnc2)S(=O)(=O)c2ccc(C)cc2)n1	1	-17	-3	0.98	-1.1	1.2	-2	-2	2
N#Cc1ccc2c(c1)nc1ccccn12	-3	0	-1	1.1	0.2	1	-5	4	-9
CN1C(=O)C(C)(C)c2cc(S(=O)(=O)N3CCCC3C(=O)NCc3ccc(F)cc3)ccc21 (centres undefined)	-2	-8	-2	1	-3.0	1.1	-7	-2	-1
Cc1cccc(NC(=O)CSc2cn[nH]n2)c1	2	7	1	0.99	-0.7	0.93	-7	0	1
Cc1ccc2nc3c(c(Nc4ccccc4)c2c1)CCC3	0	-2	-2	1	35	1	-5	-4	-3
COc1ccc(COCC(O)CN2CCCCC2)cc1OC (centres undefined)	-4	-11	1	1	-0.8	1.1	-5	0	-4
COc1ccc(C(=O)c2c(C(F)(F)F)oc3c2C(=O)c2ccccc2C3=O)cc1OC	1	-6	-11	0.83	2.9	1.1	1	-4	17
Cn1c(=O)c2c(ncn2CC(=O)N2CCN(c3ccccc3F)CC2)n(C)c1=O	-2	-6	-1	1.2	-0.2	1.1	-6	-2	-17
O=C(CCC1CCCC1)NCc1ccccn1	-1	3	4	0.94	-0.5	0.97	-5	0	6
O=C(OCC(=O)N1CCCc2ccccc21)c1ccc(C(F)(F)F)cc1	-2	0	0	0.91	-0.1	0.99	-8	3	9
CCOC(=O)c1ccc(N/C(=N/S(=O)(=O)c2ccccc2)c2ccccc2)cc1	-1	3	-2	0.98	1.7	0.97	-5	0	2
CCOc1ccc2nc(SCC(=O)Nc3cc4c(cc3C(C)=O)OCO4)[nH]c2c1	-4	-11	0	1	-0.9	1.1	-6	-3	0
CC(C)CC(=O)C(=O)O	2&-2	10&-22	-2&1	1&1	-4.1&0.0	0.9&1.2	3&-4	1&-1	-3&-3
CCOC(=O)C(C)/C(C)=N/NC(=O)c1cc2ccccc2cc1O (centres undefined)	2	-4	-3	0.68	2.5	1	-4	0	32
Cc1ccccc1NC(=O)CCSc1nnnn1-c1ccccc1	-1	-11	-1	0.97	-0.2	1.1	-3	-2	3
Cc1c(Br)c(-c2n[nH]c(=S)n2Cc2ccco2)nn1C	0	1	0	0.92	1.3	0.99	36	-1	8
COc1ccc(CN2CCN(Cc3ccc(OC)c(OC)c3OC)CC2)cc1	0	8	-1	1	-1.1	0.92	-8	-2	-4

Four compounds from above, arranged by their value in mIAP block, ascending.
SMILES	A3A deaminase	hIAP block	NR3A LBD binder	mIAP act	MPTP block	hIAP activ	APOBEC3G inh	mIAP block
COc1ccccc1-c1oc2ccccc2c1-c1ccc2c(c1)OCO2	2	24	2	1	2.2	0.76	1	-2
Cc1cccc(NC(=O)CSc2cn[nH]n2)c1	2	7	1	0.99	-0.7	0.93	-7	1
COc1ccccc1NC(=O)CN1CCN(c2ccc(Cl)cc2)CC1	-2	2	0	0.96	2.1	0.98	-2	4
COc1ccc(C(=O)c2c(C(F)(F)F)oc3c2C(=O)c2ccccc2C3=O)cc1OC	1	-6	-11	0.83	2.9	1.1	1	17

Next results follow.
SMILES	A3A deaminase	hIAP block	NR3A LBD binder	mIAP act	MPTP block	hIAP activ	APOBEC3G inh	beta cell repl	mIAP block
O=C(NCCCO)c1ccc(CSc2nc3ccccc3c(=O)[nH]2)cc1	6	15	-5	1	3.3	0.85	7	-4	-4
Cc1nn(C)cc1CNC(=O)Nc1ccc(Cl)c(Cl)c1	-4	-30	-1	1.7	7.4	1.3	-7	1	-72
C=CC[C@@H](CC(=O)N[C@@H](CO)Cc1ccccc1)C(=O)NC[C@@H](OC(=O)[C@@H](CC=C)CC(=O)OC(C)(C)C)c1ccccc1	3	-7	-1	0.99	-1.3	1.1	-4	-3	1
O=c1cc(NCc2ccccc2)nc2ccccn12	-3	0	0	0.85	-1.0	1	-6	1	15
Nc1ccc(N2CCCCC2)cc1N1CCCCC1	-6	-15	-6	0.98	-4.3	1.1	0	-4	2
COc1cc(/C=C2/C(=O)NN(c3ccc(F)cc3)C2=O)cc([N+](=O)[O-])c1O	8	18	-3	0.78	2.6	0.82	3	-1	22
COC(=O)c1ccc(-c2ccc([C@H]3[C@H]4C=CC[C@@H](C)[C@@H]4C(=O)N3Cc3ccccc3)c(F)c2)cc1	2	8	0	0.93	-1.5	0.92	-3	-8	7
CCC1(CC)Cc2ccccc2C2=C(C(=O)N3CCCCC3)C(=O)C(=O)N21	1	-3	0	1	1.8	1	-8	0	-4
COc1ccc(/C=C(\NC(=O)c2ccco2)C(=O)NCCc2nc3ccccc3[nH]2)cc1	3	-8	0	0.98	1.0	1.1	-4	0	2
COC(=O)c1cn(Cc2cc(OC)ccc2OC)cc(F)c1=O	1	4	1	0.93	-0.4	0.96	-3	-2	7
Cc1cc(C(=O)Nc2ccc3c(c2)OCCO3)c(C)o1	-5	-16	0	1	1.3	1.2	-7	-5	-4
CC(=O)Nc1ccc(N2C(=O)CSC2c2ccc([N+](=O)[O-])cc2)cc1 (centres undefined)	2	9	-1	0.97	-0.7	0.91	-3	-1	3
CCC(C)[C@H](NC(=O)[C@@H]1Cc2ccccc2CN1C(=O)OC(C)(C)C)C(=O)NCC1CCC(C(=O)O)CC1 (some centres undefined)	-4	-12	0	1.1	-0.3	1.1	-6	-1	-8
O=C(O)c1ccccc1OCCOc1ccccc1	-5	9	-1	0.96	-1.3	0.91	-7	-2	4
COc1ccc(NC(=O)Nc2ccccc2SC)cc1	-1	11	-1	1	2.0	0.89	1	-2	-1
CC1CCC(NC(=O)CSc2nnc(-c3cccnc3)o2)CC1 (centres undefined)	2	6	0	1.1	0.5	0.94	-3	-3	-6
Cc1onc(-c2c(Cl)cccc2Cl)c1C(=O)N=C(N)N1CCCC1	1	-8	0	1.1	3.0	1.1	1	-2	-6
O=C(OCC(=O)N1CCc2ccccc2C1)c1ccc(N2CCOCC2)c([N+](=O)[O-])c1	-6	-3	0	0.9	1.7	1	-9	0	10
Brc1ccccc1Cn1c(-c2cncs2)nc2ccccc21	-6	18	0	0.94	0.4	0.82	-10	-1	6
Cc1ccc(NC(=O)[C@@H]2CCCN2C(=O)c2cccs2)cc1S(=O)(=O)N1CCCCC1	27	16	1	0.96	-0.2	0.84	-6	-1	4
C/C=C/c1ccc(OCCOCCOc2cccc3cccnc23)c(OC)c1	-7	-7	0	0.96	1.0	1.1	-9	-2	4
COc1ccc(CNC(=O)CN(C)S(=O)(=O)c2ccc3c(c2)n(C)c(=O)c(=O)n3C)cc1	-2	2	-1	0.99	-1.5	0.98	-4	0	1
COc1ccc(-n2c(COc3cccc(C)c3)n[nH]c2=S)cc1	-6	-11	-1	1	-0.3	1.1	0	0	-2
Cc1nnc(SCC(=O)NCc2ccco2)n1Cc1ccccc1	-15	-25	-1	0.96	-0.8	1.2	-5	1	4
Cc1cccc(CN2C(=O)NC(c3ccccc3)(c3ccccc3)C2=O)c1	-2	10	-2	1	6.8	0.9	-6	-5	0
CCOC(=O)c1c(C)nc2c(c1-c1ccc(Cl)cc1)C(=O)CC(C)(C)C2	-2	-5	3	0.98	1.4	1.1	-6	0	2
S=C(NCCc1ccccc1)N1CCc2ccccc2C1	-2	-12	-8	1.1	8.8	1.1	-1	-3	-10
CC(C)CN(C(=O)COC(=O)c1ccc2c(c1)OCCO2)c1c(N)n(Cc2ccccc2)c(=O)[nH]c1=O	0	6	-2	1	-0.7	0.94	-2	5	-1

Source: PubChem BioAssay
